Screening results as filed in PubChem.
IL-1B inflam inh: inflammasome signaling inhibition, IL-1 beta readout | THP-1 LPS/ATP IL-1B secretion, AlphaLISA, 16 h; stronger effect = lower value | activity change, % at 57.5 µM | hit rate 4.7% among 360,000 | AID 743279; in the data active = activity change below about -50%; inconclusive = mostly about -30% to -49%; note: % is set by controls: 0 for no effect and ±100 for the full control effect
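Secreted IL-1B measured by AlphaLISA bead assay after 16 h compound exposure of THP-1 cells; compounds (final up to 57.5 uM) added 1 h before LPS (250 ng/mL) and ATP (1.25 mM) stimulation; lower signal means less secretion.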
ATXN2 expr inh: ATXN2 expression inhibition | Potency, µM (highest dose often 57 µM), for the others: top-dose activity change, negative = inhibition, most hits filed as inhibitors | hit rate 0.72% among 360,000 | HEK-293 ATXN2-luciferase reporter, luminescence, 24 h | AID 1745845; note: potency is the fitted concentration of half-maximal effect; % is set by controls: 0 for no effect and ±100 for the full control effect; nearly all actives have a fitted effect of over 55% in size
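ATXN2-luciferase reporter cells (luciferase flanked by upstream and downstream ATXN2 gene portions) were treated 24 h at 37 °C with compounds at up to 57 uM. SteadyGlo luminescence gave expression; GF-AFC fluorescence gave viability.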
ATXN viability: reduces viability in counter-screen for ATXN expression inhibitors | S2 cells (HEK-293 line with an ATXN2-luciferase reporter) viability, CellTiter-Fluor protease fluorescence, 24 h | hit rate 0.49% among 400,000 | Potency, µM (top dose mostly 56.7 µM), most hits filed as cytotoxic | AID 651635; note: potency is the fitted concentration of half-maximal effect; nearly all actives have a fitted effect of over 40% in size
Nrf2 activator: Nrf2 pathway activation; AREc32 ARE-luciferase reporter (MCF7-derived line), luminescence, 24 h; Potency, µM (highest dose often 46.1 µM), for the others: at the top dose activation, most hits filed as activators; hit rate 0.31% among 410,000; AID 624171; note: potency is the fitted concentration of half-maximal effect; % of control where 0% means no effect; nearly all actives have a fitted effect of over 65% in size
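Luminescent ARE reporter assay in AREc32_Fluc cells: overnight plating at 37 deg C, 24 hr compound incubation, Steady-Glo added, 30 min RT before reading.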
HepG2 tox: HepG2 cytotoxicity, counter-screen for TGF-b inhibitors. HepG2 CAGA-GFP viability, ATP luminescence, 18 h. hit rate 0.76% among 410,000. Potency, µM (doses to about 46.1 µM), inactives show at the top dose activity change, negative = cytotoxicity, usual class: cytotoxic. AID 588856; note: potency is the fitted concentration of half-maximal effect; some results filed as inactive show a strong effect at the top dose
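HepG2 CAGA-GFP cells (1000/well, DMEM with 1% FBS) received compound, then TGF-beta at 500 pg/mL final, and were incubated 18 hours at 37 degrees C. Viability was read by CellTiter-Glo luminescence. Media-only wells were set as complete cell-killing and DMSO as no toxicity.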
TGFb SMAD3 inh: TGF-b pathway inhibition. HepG2 CAGA-GFP TGF-b/SMAD3 reporter, GFP fluorescence, 18 h; TGF-beta stimulated, 500 pg/mL final. Potency, µM (series often up to 46.1 µM), for the others: at the top dose activity, negative = inhibition, usual class: inhibitors. hit rate 1.2% among 410,000. AID 588855; note: potency is the fitted concentration of half-maximal effect; % is set by controls: 0 for no effect and ±100 for the full control effect; nearly all actives have a fitted effect of over 65% in size
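TGF-beta reporter screen: HEPG2 CAGA-GFP, 1% FBS, 500 pg/mL TGF-beta final, 18 h; per-cell GFP summed per well; curves fitted and categorized by class.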
A549 viability: kills or reduces viability of A549 cells in Nrf2 counter-screen. Potency, µM (titrated, usually from 46 µM), for inactives: at the highest dose activity change, negative = cytotoxicity, hits mostly inhibitors. hit rate 0.16% among 390,000. A549 ARE-Fluc cells, CellTiter-Fluor viability, 18-24 h; note: potency is the fitted concentration of half-maximal effect; % is set by controls: 0 for no effect and ±100 for the full control effect
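A549 ARE-Fluc cells in 5% FBS OPTI-MEM, 5000 cells/well, rested 2 h then exposed to compounds in concentration-response for 18-24 h at 37 °C. Viability by CellTiter-Fluor fluorescence (Ex 405/Em 525) after 30 min; luciferase luminescence (BugLite, 15 min, RT) read afterwards.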
Nrf2 block: blocks Nrf2 signaling | A549 ARE-Fluc reporter, luciferase luminescence, 18-24 h | Potency, µM (series often up to 46 µM), for the others: at the top dose activity change, negative = inhibition, actives largely listed as inhibitors | hit rate 2.1% among 360,000; note: potency is the fitted concentration of half-maximal effect; % is set by controls: 0 for no effect and ±100 for the full control effect; nearly all actives have a fitted effect of over 60% in size
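Nrf2 function is reported as luminescence of an ARE-controlled luciferase in A549 cells. Compounds were tested at several concentrations, and a CellTiter-Fluor read on the same wells flagged cytotoxicity.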
MCF10A rereplic: induces DNA re-replication in MCF 10a normal breast cells | Potency, µM (series often up to 46.1 µM), inactives show at the highest dose activity, positive = re-replication, hits mostly activators | hit rate 2.9% among 350,000 | MCF 10A DNA re-replication, Hoechst nuclear intensity, 48 h; note: potency is the fitted concentration of half-maximal effect; % of control where 0% means no effect; nearly all actives have a fitted effect of over 50% in size
The depositor's hits bear a star; i = inactive; ? = inconclusive; . = no result given; [ ] = dose if it differs, or a comment. Unless noted, calls come from the whole dose curve; as a rule, active = well fitted curve in the direction sought with a large enough effect; inconclusive = small, poorly fitted or top-dose-only effect, or another doubt; inactive = no such curve, though single readings can be large; an effect the other way counts as inactive or inconclusive.

Each structure is followed by: IL-1B inflam inh, ATXN2 expr inh, ATXN viability, Nrf2 activator, HepG2 tox, TGFb SMAD3 inh, A549 viability, Nrf2 block, MCF10A rereplic
CC(=O)N1CCSc2ccc(S(=O)(=O)NCc3ccc(F)cc3)cc21
    44.2, -10.4%, i, -0.1%, -26.1%, -11.9%, -1.3%, ?, 7.1%
Cc1ccc(-c2nnc(Nc3ccc(C(N)=O)cc3)c3ccccc23)cc1S(=O)(=O)N1CCCCC1
    ., 10.2%, i, 0.1%, -13.9%, -7.4%, 6.6%, -17.6%, .
COc1ccc(Br)cc1C(=O)Nc1ccccc1-c1ccccc1
    41.8, -21.3%, i, 11.6%, -12.5%, -32.8%, -7.0%, -5.5%, ?
O=S(=O)(Nc1ccc(S(=O)(=O)N2CCCC2)cc1)c1ccccc1Br
    14.4, 4.3%, ?, -0.9%, 3.1%, -7.6%, -0.4%, 5.7%, 10.6%
O=C(Nc1ccccc1Cl)N1CCC(CN2CCCC2)CC1
    ., ., ., -0.1%, -7.4%, -7.5%, -7.1%, -3.3%, .
Cc1cc(Cl)ccc1NC(=O)CCC(=O)N/N=C/c1cc([N+](=O)[O-])ccc1O
    68.4, -2.8%[11.3 µM], i, 4.3%, -2.8%, -19.6%, -4.4%, 12.2%, 0.1%
CCOC(=O)C(=C1Nc2ccccc2N1)n1c(-c2cnccn2)nc2ccccc21
    -15.2, 10.0%, ?, 14.9%, ., ., ., ., .
O=C(N/N=C/c1cc(Cl)ccc1O)c1ccccc1Br
    297.5, 3.16µM*, i, -0.6%, -29.0%, ?, -0.1%, -5.4%, 12.1%
CCOC(=O)C1Oc2ccccc2C(c2ccc(OC)cc2)=C1C(=O)OC (stereo not given)
    -12.4, 1.0%, i, 4.1%, 3.0%, -13.2%, -3.0%, 1.0%, 0.8%
CC1(C)CC(CCNC(=O)c2ccco2)CC(C)(C)N1
    -8.7, -1.5%, i, 0.4%, -6.1%, 0.0%, 10.1%, 12.4%, -124.1%[0.0737 µM]
COC(=O)c1cc(C(=O)NCCC(C)C)cc([N+](=O)[O-])c1
    0.0, -12.2%, i, 0.3%, -18.6%, 0.0%, -2.4%, -2.7%, 0.0%
CC1(C)CC(=O)C=C(N2CCCC2)C1
    21.8, 5.0%, i, -0.4%, -2.3%, -13.8%, 14.1%, 8.6%, 9.7%
CCn1ncc(/C=C/C(=O)c2ccccc2)c1C
    -14.6, 104.3%[activator], i, ?, -34.8%, 9.4%, 2.0%, ?, 13.6%
Cc1ccc(S(=O)(=O)N2CCN(C(=O)c3cc(S(=O)(=O)N4CCOCC4)ccc3F)CC2)cc1
    23.0, 8.5%, i, -0.7%, 1.4%, 1.0%, 3.3%, -29.5%, 9.7%
Cc1nc2scc(C)n2c(=O)c1S(=O)(=O)NCCc1ccc(Cl)cc1
    32.2, -0.3%, i, -0.7%, -40.6%, -8.8%, ?, 3.4%, ?
CCCOc1ccc(C(C)(O)CN2CCOCC2)cc1 (stereo not given)
    2.4, 6.2%, i, 1.7%, -6.7%, 14.7%, 9.1%, ., 0.9%
COc1ccc2nc3c(nc2c1)CCCC3
    1.5, 32.6%[activator], i, 0.5%, 8.3%, 20.0%, 7.5%, ?, -1.3%
CCOC(=O)c1c(C)[nH]c(CCC(=O)NCc2ccccc2C)c1C
    ., ., ., 0.2%, -9.3%, 0.0%, 16.8%, ., .
COc1ccc(C(=O)NCCN2CCCC2)cc1OC
    -1.0, -2.4%, i, -0.2%, -11.7%, -8.5%, ., -1.1%, 0.2%
Cc1ccc2cc(CN(CC(C)C)S(=O)(=O)c3ccccc3)c(=O)[nH]c2c1
    0.5, ., ?, -0.6%, -25.2%, -15.7%, 5.0%, 5.9%, 22.7%

(cont.)
Each structure is followed by: IL-1B inflam inh, ATXN2 expr inh, ATXN viability, Nrf2 activator, HepG2 tox, TGFb SMAD3 inh, A549 viability, Nrf2 block, MCF10A rereplic
COc1ccc(S(=O)(=O)Nc2ccc3c(c2)C(=O)N([C@H](C)CO)C[C@H](C)[C@@H](CN(C)C(=O)Nc2ccc(C(F)(F)F)cc2)OCCCC[C@H](C)O3)cc1
    ?, -13.3%, ?, -0.3%, -20.3%, -13.1%, ., ., .
Cc1cc(OCC(=O)Nc2ccc(N3CCN(C)CC3)cc2)ccc1Cl
    ?, 9.1%, i, 3.2%, -30.3%, -16.9%, 2.0%, ?, 67.2%
O=C(NCCc1ccc(Cl)cc1)C1CCC(=O)N(C2CCCCCC2)C1 (stereo not given)
    25.9, 0.5%, i, 0.3%, -31.3%, -18.6%, 2.9%, 5.6%, -6.3%
COc1ccc(-c2ccnc3nc(/N=C/N(C)C)nn23)cc1
    -14.7, -20.8%, i, 2.9%, -1.5%, ?, 1.3%, -6.8%, 3.6%
Cc1ccc(NC(=O)C2CCCN(c3ncnc4c3nc3n4CCCCC3)C2)c(Br)c1 (stereo not given)
    ., -3.8%, i, -1.1%, -0.4%, -3.6%, 4.9%, 18.7%, .
COc1ccccc1NC(=O)/C=C/c1ccc2c(c1)OCO2
    6.2, ., i, 0.5%, -14.0%, -14.8%, 2.5%, ?, ?
O=C(NCc1ccc2c(c1)OCO2)C1CCCN1S(=O)(=O)c1ccc(Cl)cc1 (stereo not given)
    -13.0, 6.0%, i, 2.1%, 15.7%, -6.8%, -0.1%, -12.4%, 5.6%
Cc1ccc([N+](=O)[O-])cc1NC(=O)C[n+]1ccccc1
    2.4, -11.7%, i, -1.4%, 0.2%, -3.3%, 5.2%, -11.1%, ?
COC(=O)c1ccc(OCCCCN2CC(C)OC(C)C2)cc1 (stereo not given)
    23.7, -4.8%, i, 0.4%, 0.9%, -9.3%, -3.2%, -1.7%, 11.1%
CCOC(=O)CNC(=O)CSc1nc2c(C)cccc2cc1CC
    -97.7*, -10.3%, i, 3.5%, -0.1%, -2.9%, 21.3%, 25.4%, 6.8%
CC1CCN(C(=O)CN2C(=O)NC3(CCC(C)CC3)C2=O)CC1 (stereo not given)
    2.3, -6.0%, i, -0.8%, 7.8%, 7.7%, 0.9%, 0.9%, 2.4%
CCOC(=O)C(CCCCCCP(=O)(c1ccccc1)c1ccccc1)NC(C)=O (stereo not given)
    2.8, -18.1%, i, -0.4%, 20.1%, -15.2%, 1.7%, 6.7%, 0.3%
Nc1nc(SCC(=O)N2CCCC2)[nH]c(=O)c1-c1ccccc1
    15.5, -0.1%, i, -0.7%, 30.8%, 0.0%, -7.0%, -0.8%, 0.4%[9.22 µM]
Cc1ccc(OCC(=O)NCc2ccccc2)c([N+](=O)[O-])n1
    13.1, 10.0%, i, 0.7%, -5.4%, -1.1%, 8.1%, ?, -1.7%
N#Cc1c(-c2ccccc2)cc(C2CC2)nc1N
    0.2, 0.1%, i, 1.7%, -14.5%, 24.0%, 5.1%, ?, 2.5%
NC(=O)c1ccc(Br)c(S(=O)(=O)N2CCCCC2)c1
    -2.0, 6.2%, i, 0.1%, 5.5%, 2.8%, -2.1%, -19.9%, 12.9%
COc1ccc(CCNC(=O)CCCCn2c(=O)c3ccccc3n(Cc3cc(C)ccc3C)c2=O)cc1OC
    ., -0.1%, i, 0.1%, -5.6%, 14.6%, -1.2%, -8.7%, .
CCN(C(=O)Cc1c(C(=O)O)n(CC)c2ccccc12)c1cccc(C(F)(F)F)c1
    29.8, ., i, 0.0%, -2.1%, 4.3%, 8.2%, ?, -5.7%
CCN1C(=O)[C@H]2[C@@H](c3ccc(-c4ccc5c(c4)OCO5)cc3)N3CCC[C@@]3(C(=O)OC)[C@H]2C1=O
    -26.0, 0.3%, i, -0.2%, -21.2%, -4.2%, 3.6%, ?, ?
Cc1ccc(-n2nc3c(c2NC(=O)c2ccc(S(=O)(=O)N4CCOCC4)cc2)CSC3)c(C)c1
    -15.5, 2.0%, i, -0.8%, -23.3%, ?, -8.8%, ?, 21.2%

Additional entries:
SMILES,IL-1B inflam inh,ATXN2 expr inh,ATXN viability,Nrf2 activator,HepG2 tox,TGFb SMAD3 inh,A549 viability,Nrf2 block,MCF10A rereplic
CC(C)Nc1nc(Oc2cccc(Cl)c2Cl)cc(C(F)(F)F)n1,-1.4,-23.9%,i,2.8%,-56.0%,?,?,26.1%,?
COc1cccc(C(=O)CSc2nnc(COc3cccc4cccnc34)o2)c1,-7.0,-22.8%,i,3.3%,-10.7%,?,-29.6%,-16.5%,6.51µM*
O=C(Cc1ccc(Cl)cc1)N1CCN(c2ccc(F)cc2)CC1,-16.1,-9.2%,i,4.2%,-2.8%,1.6%,-3.5%,11.8%,13.4%
CCOCCCNC(=O)c1ccc(-n2c(-c3ccccc3)cc3c2CCCC3)cc1,.,.,.,11.2µM*,-35.0%,-32.5%,-5.8%,?,.

Another view of some results above.
COc1cccc(C(=O)CSc2nnc(COc3cccc4cccnc34)o2)c1
- IL-1B inflam inh = -7.0
- ATXN2 expr inh = -22.8%
- ATXN viability = i
- Nrf2 activator = 3.3%
- HepG2 tox = -10.7%
- TGFb SMAD3 inh = ?
- A549 viability = -29.6%
- Nrf2 block = -16.5%
- MCF10A rereplic = 6.51µM*

O=C(Cc1ccc(Cl)cc1)N1CCN(c2ccc(F)cc2)CC1
- IL-1B inflam inh = -16.1
- ATXN2 expr inh = -9.2%
- ATXN viability = i
- Nrf2 activator = 4.2%
- HepG2 tox = -2.8%
- TGFb SMAD3 inh = 1.6%
- A549 viability = -3.5%
- Nrf2 block = 11.8%
- MCF10A rereplic = 13.4%

No enrichment for hits; overall some 8.8% were active at least once.
